Screening results (PubChem BioAssay)
PG9 Ab binder: small molecules binding HIV-1 gp120 antibody PG9 | TR-FRET gp120-PG9 antibody binding | inhibition, % at 6.7 µM | 360,000 compounds, 0.43% hits; in the data active means inhibition above about 8.5%
SMARCA2 act: SMARCA2 function activation, primary screen; MG213 cells, MMTV-luciferase reporter, dexamethasone, overnight; activation, % at 9.1 µM; 370,000 compounds, 1% hits; AID 652017; in the data active means activation above about 7.8%;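 further: 0% = vehicle wells and 100% = reference activator wells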
sPLA2-III inh: Inhibits HGIII-sPLA2 liposome hydrolysis, primary screen | inhibition, % at 12.2 µM | AID 743126 | QFRET BODIPY PC-A2 liposome hydrolysis, fluorescence | 370,000 compounds, 0.56% hits;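 active means inhibition above mean plus 3 SD of compounds lying within the high and low control bounds, cut at about 19% in these data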;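 further: 0% = median of test compound wells and 100% = no enzyme DMSO wells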
FXN GAA850 act: activators of GAA850 frataxin (FXN) promoter; HEK293 lucGAA850 FXN promoter luciferase reporter, 24 h; percent of 10 µM SAHA response; activation, % at 6 µM; 360,000 compounds, 0.56% hits;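 active means activation above the average of all compounds screened plus 3 SD, cutoff fixed separately per campaign, cut at about 7.5% in these data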;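 further: 0% = DMSO wells and 100% = 10 µM SAHA wells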
hcDAF-12 act: activators of H. contortus DAF-12 nuclear receptor; 370,000 compounds, 1.4% hits; AID 652067; HEK293 hcDAF-12 lit1-tk-luc reporter, luminescence; 0% DMSO, 100% Δ7-dafachronic acid; activation, % at 6.8 µM;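 active means activation above the mean of all tested compounds plus 3 SD, cut at about 5.5% in these data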;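 further: 100% = response to 3 µM Δ7-dafachronic acid high control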
hgDAF-12 ag: activates the H. glycines DAF-12 receptor ligand-binding domain. activation, % at 6.8 µM. 370,000 compounds, 1.8% hits. HEK293 GAL4-hgDAF12 UAS-luciferase reporter, agonist luminescence; normalized to butyrate control;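 active means activation above a cutoff set at the mean of all screened compounds plus 3 SD, cut at about 10% in these data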;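 further: 0% = DMSO wells and 100% = sodium butyrate wells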
ssDAF-12 act: activators of S. stercoralis DAF-12 nuclear receptor; HEK293 ssDAF-12/GRIP1 lit1-tk-luc reporter, luminescence; % of 3 µM dafachronic acid response; activation, % at 6.8 µM; 370,000 compounds, 1% hits; AID 652126;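 active means activation above the mean over all tested compounds plus 3 SD, cut at about 0.9% in these data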;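 further: 0% = DMSO-only wells and 100% = 3 µM delta7-dafachronic acid wells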
DAX1 inh-1: NR0B1 (DAX1) inhibition | HEK293 Gal4-DAX1 luciferase reporter, luminescence | inhibition, % at 6.75 µM | 340,000 compounds, 0.99% hits | AID 504766;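 active means inhibition above the mean over all tested compounds plus 3 SD, cut at about 4.2% in these data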;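 further: 0% = DAX1-transfected cells with DMSO and 100% = empty-vector control cells with DMSO; inhibition shows as a rise in luminescence from relieved DAX1 repression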
DAX1 inh-2: blocks DAX1 repression of SF-1 activated StAR promoter; HEK293T StAR-luciferase reporter, SF-1/DAX-1 repression relief; inhibition, % at 6.8 µM; 370,000 compounds, 1.1% hits; AID 652010;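 active means inhibition above the mean over all tested compounds plus 3 SD, cut at about 3.6% in these data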;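 further: 0% = DAX-1 cells with DMSO and 100% = cells lacking DAX-1 with DMSO; higher inhibition means more luminescence from relief of DAX-1 repression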
NR1D1 modulator: modulates human Rev-erb alpha binding to DNA; P20393; Rev-erbα–FITC-DNA binding, fluorescence polarization, 90 min; activity, % at 10 µM; 370,000 compounds, 0.79% hits; AID 1259318;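 active means activity above about 14%, limit read from the data; passing the limit was not always enough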;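 further: 0% = DMSO wells with 35 nM protein and 100% = DMSO wells with 750 nM protein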
PLC-beta3 inh: blocks human PLC-beta3 enzyme activity | Q01970 | Purified PLC-beta3, fluorogenic substrate, fluorescence | inhibition, % at 12.2 µM | 370,000 compounds, 0.18% hits | AID 720704; in the data active means inhibition above about 11%;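 further: 0% = median of compound wells on plate and 100% = full blocker control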
Target sequence (Q01970 whole entry, looked up): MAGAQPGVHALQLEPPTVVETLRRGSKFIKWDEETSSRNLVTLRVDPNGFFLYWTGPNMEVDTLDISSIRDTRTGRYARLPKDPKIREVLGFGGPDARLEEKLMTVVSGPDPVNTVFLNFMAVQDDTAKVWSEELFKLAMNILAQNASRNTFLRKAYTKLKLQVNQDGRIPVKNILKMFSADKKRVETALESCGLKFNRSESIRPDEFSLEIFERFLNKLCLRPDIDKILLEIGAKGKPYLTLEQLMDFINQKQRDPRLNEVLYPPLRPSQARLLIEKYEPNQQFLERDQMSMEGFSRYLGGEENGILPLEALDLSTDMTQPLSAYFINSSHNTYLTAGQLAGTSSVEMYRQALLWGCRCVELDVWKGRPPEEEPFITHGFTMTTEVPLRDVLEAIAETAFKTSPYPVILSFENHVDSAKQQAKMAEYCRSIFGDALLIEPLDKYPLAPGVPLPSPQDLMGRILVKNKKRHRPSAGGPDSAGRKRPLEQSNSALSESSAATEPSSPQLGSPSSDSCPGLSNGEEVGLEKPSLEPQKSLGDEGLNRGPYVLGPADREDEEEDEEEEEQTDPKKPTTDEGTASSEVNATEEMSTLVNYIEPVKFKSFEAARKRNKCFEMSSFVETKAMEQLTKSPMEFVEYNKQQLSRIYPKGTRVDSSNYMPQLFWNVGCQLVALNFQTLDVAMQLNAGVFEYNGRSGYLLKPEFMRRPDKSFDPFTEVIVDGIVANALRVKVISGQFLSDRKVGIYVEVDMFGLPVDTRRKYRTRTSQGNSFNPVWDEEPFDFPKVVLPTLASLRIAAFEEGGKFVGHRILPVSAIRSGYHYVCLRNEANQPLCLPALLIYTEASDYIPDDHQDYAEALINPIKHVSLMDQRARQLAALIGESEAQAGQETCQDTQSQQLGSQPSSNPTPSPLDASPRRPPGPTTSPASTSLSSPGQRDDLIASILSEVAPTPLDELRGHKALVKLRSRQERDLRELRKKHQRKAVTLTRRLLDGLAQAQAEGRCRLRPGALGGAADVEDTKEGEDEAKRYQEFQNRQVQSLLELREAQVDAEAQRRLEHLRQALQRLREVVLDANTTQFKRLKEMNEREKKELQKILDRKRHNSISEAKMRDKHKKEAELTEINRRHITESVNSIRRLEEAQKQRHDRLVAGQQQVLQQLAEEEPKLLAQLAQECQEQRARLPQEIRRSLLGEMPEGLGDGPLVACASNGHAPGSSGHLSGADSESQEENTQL
Active calls of the source: *; . = not tested or not shown. Outcome played no part in choosing rows. Share with any hit: about 7%.

SMILES	PG9 Ab binder	SMARCA2 act	sPLA2-III inh	FXN GAA850 act	hcDAF-12 act	hgDAF-12 ag	ssDAF-12 act	DAX1 inh-1	DAX1 inh-2	NR1D1 modulator	PLC-beta3 inh
COc1ccc(NC(=O)COC(=O)C2CCN(S(=O)(=O)c3cccs3)CC2)cc1OC	-2.7	4	-13	-1.2	-1.6	-1.4	-1.1	1.9	-0.7	0	5
CCN1C(=O)[C@H]2[C@@H](c3ccc(C(F)(F)F)cc3)N[C@]3(CCCN(Cc4ccc(F)cc4)C3=O)[C@H]2C1=O	0.0	-3	-6	-2.6	-0.6	-0.6	-1.2	1.0	-1.6	5	4
COc1ccc(CCN2CC(C(=O)N(C)CCc3cn[nH]c3)CCC2=O)cc1 (stereo unspecified)	-0.4	0	1	-0.6	-1.9	0.3	-1.2	-0.6	0.3	2	-9
S=C(NCc1ccco1)Nc1cc(-c2ccccc2)[nH]n1	3.5	-1	2	2.1	-0.8	4.1	-0.8	0.5	0.4	3	-6
COC(=O)N1C[C@H](O)[C@H](O)C[C@@H]1c1ccccc1Br	0.5	5	2	.	3.5	-1.1	-0.2	.	-0.9	-7	4
Cc1ccccc1C(=O)N1CCC(C(=O)O)CC1	-2.7	-1	-1	-1.7	-1.1	2.0	-2.0	0.1	0.3	1	1
CCCc1nc2ccc(NC(C)=O)cc2c(=O)n1Cc1cccc(Cl)c1	-2.2	-3	8	2.8	0.8	-1.1	-1.3	-0.7	0.1	1	4
CCOC(=O)N1CC=C2C(C#N)=C(N)C(C#N)(C#N)[C@H](c3ccccc3OCC)[C@H]2C1	-0.2	-3	-18	-3.3	-0.6	-0.2	-0.8	0.3	-0.8	1	-82
COc1ccc(NC(=O)N(C)[C@H]2C[C@H]3c4[nH]c5ccc(-c6ccc(OC)cc6)cc5c4CCN3C(=O)[C@H]2[C@H](C)O)cc1	0.3	0	-21	1.4	-1.4	0.7	-1.7	-0.9	-0.9	4	-499
COC(=O)C(C(=O)OC)c1ccc(-n2cccc2)cc1	0.4	0	-1	1.4	0.0	1.0	-1.4	0.5	-1.0	-2	-9
CCCc1cc(C(=O)Nc2cc(C)nn2-c2ccccc2)no1	-1.5	-3	7	-0.2	0.4	-0.3	-0.5	-0.7	0.6	3	-5
O=C1C2C3CC(C(Br)C3Br)C2C(=O)N1c1ccccn1 (stereo unspecified)	-1.2	-1	0	1.7	-1.4	1.6	-1.1	-0.3	-0.5	7	1
O=C(CN1C(=O)S/C(=C\c2ccc(Cl)cc2)C1=O)NCCCn1ccnc1	-0.4	0	-8	2.2	0.0	1.2	-1.3	0.1	-1.4	-3	-8
Cc1nc(NC(C)c2ccccc2)c2oc3ccccc3c2n1 (stereo unspecified)	0.0	-1	1	-1.8	-3.5	-1.5	-1.5	-2.0	-1.6	0	-3
NS(=O)(=O)c1cccc(NC(=O)CSc2nc3ccc(Cl)cc3[nH]2)c1	-1.1	-1	-26	1.1	0.5	-0.9	-1.8	0.6	0.1	1	-4
COc1ccc(Nc2nccc3c2nnn3C)cc1	-2.6	7	2	1.0	4.0	7.0	0.3	3.1	4.2*	-7	-6
COc1ccc(CCN=C(N)NS(=O)(=O)c2cccs2)cc1	0.1	-1	0	0.8	-0.6	-2.7	-0.7	-0.7	-0.4	-8	2
Cn1cc(-c2ccc(C(=O)NCc3cccc(Cl)c3)c3occc23)cn1	-0.1	2	-19	2.1	-2.8	-0.9	-1.5	.	-0.3	8	-6
N#Cc1nc(COc2ccc(Br)cc2)oc1NCCCn1ccnc1	-2.0	-4	-26	0.2	-1.9	0.4	-1.4	-0.3	-0.3	2	-1
CC(C)CCNC(=O)C1CCCN1C(=O)NC1CCCCC1 (stereo unspecified)	-1.8	0	6	-2.6	-0.6	2.5	-0.6	1.1	0.1	3	3
OC(Cn1cncn1)(c1ccccc1)c1ccccc1	1.0	1	3	-1.6	-1.1	2.6	-0.8	1.6	0.1	-1	1
CCC1Oc2ccccc2N(CC(=O)NC2CCCC2)C1=O (stereo unspecified)	-0.9	-1	3	-0.1	-1.8	-0.6	-0.5	3.7	-0.2	-3	-7
Cn1c(N)c(C(=O)c2ccc(F)cc2F)c(=O)n(C)c1=O	0.0	-2	9	5.3	2.2	-0.3	-1.1	-0.3	-0.1	-4	1
O=C(Nc1ccccc1C(=O)Nc1ccccn1)c1ccccc1F	-4.6	-1	-3	0.1	0.9	0.0	-0.7	0.2	-0.2	-5	-6
O=C(Nc1nnc(COc2ccccc2)s1)c1ccco1	4.2	0	11	0.5	-0.9	0.4	-1.4	-0.4	0.1	-4	0
Cc1cc(C)cc(NC(=O)C2CCN(C(=O)[C@@H]3Cc4ccccc4CN3)CC2)c1	-1.5	-1	-6	1.9	-0.2	1.3	-0.8	-0.5	0.4	1	-4
COc1ccc([C@H]2OC(=O)C[C@H]2C(=O)N2CCN(c3ccccc3C(F)(F)F)CC2)cc1OC	.	-5	-8	.	-1.4	2.6	-1.3	.	-0.3	3	3
CN1CCN(C(=O)CSc2nc3ccc(NC(=O)c4ccccc4F)cc3s2)CC1	-5.0	2	-8	3.4	-2.0	3.5	-1.3	-2.7	-0.6	-2	-10
CCOc1cc(/C=N/NC(=O)c2cccnc2)ccc1O	-0.2	-2	-1	0.2	0.5	1.0	-1.2	1.5	-0.5	1	-9
CC(NC(=O)C1CCN(S(=O)(=O)c2ccc(Br)s2)CC1)c1ccccc1 (stereo unspecified)	-2.8	-2	-10	1.4	-1.5	2.4	-1.4	-1.6	-0.2	2	-1
CN(CC(=O)Nc1ccc(Cl)cc1)CC(=O)Nc1cccc2ccccc12	-1.6	2	-16	1.6	-0.9	0.5	-2.4	0.5	-1.1	1	-4
C=CCN1C(=O)[C@@H](CC(=O)NCCC(C)C)[C@]2(C(=O)OCC)CCCCC/C=C/12	.	1	1	.	-2.1	5.3	-1.2	.	-0.7	1	0
Cc1cc(C)n(-c2ccc(C(=O)OCn3nnc4ccccc4c3=O)cc2)n1	-0.9	-3	2	1.3	-0.2	0.2	-1.5	0.3	0.4	-1	-2
CCCN1CCC(=O)N([C@H](CSc2ccc(Br)cc2)Cc2ccccc2)CC1	1.5	1	-5	-0.8	-0.9	1.2	-1.2	0.0	0.4	2	0
COc1ccc(NC(=O)CCC(=O)c2cccs2)cc1S(=O)(=O)Nc1ccc(Cl)cc1	-2.9	-1	-52	-1.0	-2.0	2.8	-1.1	-0.5	-0.1	4	1
O=C(CCc1nc2ccccc2c(=O)[nH]1)NCc1ccco1	-0.8	1	0	-0.2	0.8	-4.4	-1.2	5.4*	1.4	3	3
Cn1c(=O)[nH]c(=O)c2c1nc(N1CCCCC1)n2C/C=N/NC(=O)c1cc(Br)ccc1O	-2.3	2	-1	1.7	1.4	-2.5	-2.2	1.0	0.0	0	-24
CCOC(=O)c1[nH]c(C)c(C(=O)N(C)Cc2ccccc2)c1C	1.7	-3	-1	0.9	-2.5	-2.8	-1.6	0.1	-0.8	-5	-2
Cc1ccc(-c2ccnc(-c3ccc(O)cc3)n2)cc1	-3.3	6	-33	5.1	0.7	8.1	0.0	1.6	1.3	10	0
CC(OC(=O)C1=COCCO1)C(=O)Nc1ccc(Oc2ccccc2)cc1 (stereo unspecified)	0.0	-1	-16	0.2	-0.5	0.6	-1.3	0.7	-0.7	-3	-3
COc1ccc(N2CCN(C(=O)Cc3nn(C)c(=O)c4ccccc34)CC2)cc1	-0.8	-4	8	-3.8	-1.6	-4.4	-1.9	0.0	-1.0	3	0
COc1ccc(CCNC(=O)COC(=O)/C=C/c2cccc(F)c2)cc1	2.0	-2	0	0.7	0.8	1.7	-0.7	-0.7	-0.3	3	-9
O=Cc1ccc(OC(=O)/C=C/c2ccccc2)cc1	0.3	0	1	1.3	-0.4	-0.8	-1.2	-0.9	0.3	-2	-2
CC(=O)C1=C(C)N2CCN=C2S1	-2.9	-2	2	1.1	-0.9	-0.9	-1.1	-0.4	0.6	0	-5
CCOC(=O)CC[C@H]1CC[C@]2(CCCN(S(=O)(=O)C3CCCCC3)C2)O1	.	2	8	.	-0.4	-0.2	-1.1	.	-0.5	2	0
CCOc1ccccc1N(CC(=O)Nc1ccc(C)cc1)S(C)(=O)=O	0.5	-5	0	-0.3	-1.5	0.2	-1.2	1.4	0.2	1	-9
Cc1[nH]nc(SCC(=O)N2CCCCC2)c1[N+](=O)[O-]	-0.2	2	-3	1.9	2.4	5.3	0.3	4.0	0.5	9	-1
COc1ccccc1NC(=O)C1=C(C)NC(=O)NC1c1ccccc1[N+](=O)[O-] (stereo unspecified)	-1.6	3	-9	1.6	3.2	1.1	-0.3	0.1	-0.1	-5	-39
CSCCC(NC(=O)COc1ccccc1)C(=O)N1CCN(c2ccccc2Cl)CC1 (stereo unspecified)	-0.6	1	-1	-0.1	0.1	-1.8	-1.1	0.0	-1.3	6	-3
COC(=O)[C@@]12CCCN1[C@H](c1ccc(-c3ccc(Cl)c(Cl)c3)cc1)[C@H]1C(=O)N(C)C(=O)[C@H]12	-1.3	-1	-7	-5.8	-3.2	-1.6	-2.0	-3.1	-1.4	-2	0
CCN(CC)CCNC(CC(=O)Nc1ccc(Cl)cc1Cl)C(=O)O (stereo unspecified)	0.5	0	7	-0.7	-1.1	3.0	-1.4	-0.2	-0.4	0	1
CCOC(=O)[C@]12CCCC=C1N(Cc1ccc(OC)cc1)C(=O)[C@@H]2CC(=O)NCCCN1CCCC1=O	.	-1	-1	.	-2.3	-2.8	-1.4	.	-0.9	-5	5
CS(=O)(=O)c1ccc(C(=O)OCC(=O)c2ccc(Cl)s2)cc1	-0.4	-2	-9	-0.7	-1.1	0.8	-1.1	0.6	1.2	-2	-2
Cc1cccc(C(=O)N2CCCC(Nc3ccc(C)c(C)c3)C2)n1 (stereo unspecified)	-5.7	4	1	2.9	3.2	0.1	-1.0	-0.2	0.4	2	-4
O=C(/C=C/c1cccs1)NNC(=O)c1cccc([N+](=O)[O-])c1	-0.1	-1	1	-0.4	2.6	3.4	-0.3	1.2	-1.1	0	-1
O=C(NC1CCCC1)C(c1ccccn1)N(C(=O)c1csnn1)C1CC1 (stereo unspecified)	2.0	-7	0	0.1	-1.1	-1.9	-1.7	-0.1	-0.9	-1	1
Cc1ccc(S(=O)(=O)N2CCCC2C(=O)NCc2ccccc2Cl)cc1 (stereo unspecified)	-0.4	0	2	1.9	-0.9	0.4	-1.3	-2.2	-0.1	0	-4
COc1ccc(NC(=O)COC(=O)COc2cccc(Br)c2)cc1OC	-0.3	-1	-4	0.2	0.2	0.3	-1.6	1.6	-0.5	5	-6
